ATXN2 expr inh – ATXN2 expression inhibition; Potency, µM (top dose mostly 57 µM), inactives show at the top dose activity change, negative = inhibition, most hits filed as inhibitors; HEK-293 ATXN2-luciferase reporter, luminescence, 24 h; 360,000 tested, 0.72% active; AID 1745845; also: potency is read from the fitted curve at half-maximal effect; % is scaled to controls: 0 for no effect and ±100 for the full control effect; nearly all actives have a fitted effect of over 55% in size
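ATXN2-luciferase reporter cells (luciferase flanked by upstream and downstream ATXN2 gene portions) were treated 24 h at 37 °C with compounds at up to 57 uM. SteadyGlo luminescence gave expression; GF-AFC fluorescence gave viability.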
TGFb SMAD3 inh – TGF-b pathway inhibition; HepG2 CAGA-GFP TGF-b/SMAD3 reporter, GFP fluorescence, 18 h; TGF-beta stimulated, 500 pg/mL final; Potency, µM (top dose mostly 46.1 µM), without a hit: at the top dose activity, negative = inhibition, actives largely listed as inhibitors; 410,000 tested, 1.2% active; AID 588855; also: potency is read from the fitted curve at half-maximal effect; % is scaled to controls: 0 for no effect and ±100 for the full control effect; nearly all actives have a fitted effect of over 65% in size
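HEPG2 CAGA-GFP cells (1000/well, DMEM with 1% FBS) were pre-incubated 2 h at 37 degrees C, given compound by pin tool, then stimulated with TGF-beta at 500 pg/mL final for 18 h before per-cell GFP fluorescence imaging.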
HepG2 tox – HepG2 cytotoxicity, counter-screen for TGF-b inhibitors. HepG2 CAGA-GFP viability, ATP luminescence, 18 h. Potency, µM (top dose mostly 46.1 µM), for inactives: at the highest dose activity change, negative = cytotoxicity, actives largely listed as cytotoxic. 410,000 tested, 0.76% active; also: potency is read from the fitted curve at half-maximal effect; some results filed as inactive show a strong effect at the top dose
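HepG2 CAGA-GFP cells (1000/well, DMEM with 1% FBS) received compound, then TGF-beta at 500 pg/mL final, and were incubated 18 hours at 37 degrees C. Viability was read by CellTiter-Glo luminescence. Media-only wells were set as complete cell-killing and DMSO as no toxicity.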
A549 viability – kills or reduces viability of A549 cells in Nrf2 counter-screen | A549 ARE-Fluc cells, CellTiter-Fluor viability, 18-24 h | Potency, µM (titrated, usually from 46 µM), inactives show top-dose activity change, negative = cytotoxicity, actives largely listed as inhibitors | 390,000 tested, 0.16% active | AID 504648; also: potency is read from the fitted curve at half-maximal effect; % is scaled to controls: 0 for no effect and ±100 for the full control effect
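A549 ARE_Fluc cells in 5% FBS OPTI-MEM were exposed to compounds in concentration-response for 18-24 h at 37 deg C. Viability was read by CellTiter-Fluor fluorescence (Ex 405/Em 525) after 30 min, before the luciferase read.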
ATXN viability – reduces viability in counter-screen for ATXN expression inhibitors | 400,000 tested, 0.49% active | S2 cells (HEK-293 line with an ATXN2-luciferase reporter) viability, CellTiter-Fluor protease fluorescence, 24 h | AID 651635 | Potency, µM (series often up to 56.7 µM), usual class: cytotoxic; also: potency is read from the fitted curve at half-maximal effect; nearly all actives have a fitted effect of over 40% in size
MCF10A rereplic – DNA re-replication induction in MCF 10a cells | MCF 10A DNA re-replication, Hoechst nuclear intensity, 48 h | Potency, µM (highest dose often 46.1 µM), without a hit: at the top dose activity, positive = re-replication, actives largely listed as activators | 350,000 tested, 2.9% active | AID 624296; also: potency is read from the fitted curve at half-maximal effect; % of control where 0% means no effect; nearly all actives have a fitted effect of over 50% in size
Nrf2 activator – Nrf2 pathway activation; AREc32 ARE-luciferase reporter (MCF7-derived line), luminescence, 24 h; Potency, µM (series often up to 46.1 µM), inactives show at the highest dose activation, actives largely listed as activators; 410,000 tested, 0.31% active; also: potency is read from the fitted curve at half-maximal effect; % of control where 0% means no effect; nearly all actives have a fitted effect of over 65% in size
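Quantitative high-throughput format: AREc32 reporter cells, 1000 per well, received compound by pin transfer and were incubated 24 hr at 37 deg C, 5% CO2, before Steady-Glo luminescence detection.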
Nrf2 inh – blocks Nrf2 signaling; A549 ARE-Fluc reporter, luciferase luminescence, 18-24 h; Potency, µM (doses to about 46 µM), inactives show at the highest dose activity change, negative = inhibition, hits mostly inhibitors; 360,000 tested, 2.1% active; AID 504444; also: potency is read from the fitted curve at half-maximal effect; % is scaled to controls: 0 for no effect and ±100 for the full control effect; nearly all actives have a fitted effect of over 60% in size
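Nrf2 function is reported as luminescence of an ARE-controlled luciferase in A549 cells. Compounds were tested at several concentrations, and a CellTiter-Fluor read on the same wells flagged cytotoxicity.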
IL-1B inflam inh – blocks inflammasome-driven IL-1 beta release | activity change, % at 57.5 µM | 360,000 tested, 4.7% active | AID 743279 | THP-1 LPS/ATP IL-1B secretion, AlphaLISA, 16 h; active compounds read low; in the data active = activity change below about -50%; inconclusive = mostly about -30% to -49%; also: % is scaled to controls: 0 for no effect and ±100 for the full control effect
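THP-1 cells pretreated 1 hr with compounds (up to 57.5 uM final), then stimulated with LPS (250 ng/mL final) plus ATP (1.25 mM final); secreted IL-1B measured by AlphaLISA after 16 hr, decreased signal indicating inhibition.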
* hit, by the source's call; i = inactive; ? = inconclusive; nt = no result given; & = joins results of further samples; [ ] = another dose, or the depositor's remark. Unless noted, calls follow the shape of the dose curve; as a rule, active = well fitted curve in the direction sought with a large enough effect; inconclusive = small, poorly fitted or top-dose-only effect, or another doubt; inactive = no such curve, though single readings can be large; an effect the other way counts as inactive or inconclusive.

SMILES	ATXN2 expr inh	TGFb SMAD3 inh	HepG2 tox	A549 viability	ATXN viability	MCF10A rereplic	Nrf2 activator	Nrf2 inh	IL-1B inflam inh
COc1ccc(NC(=O)/C=C/c2c(Cl)nc3ccccn23)cc1	-6%	-7%	-3%	0%	i	1%	3.8%	-12%	?
COc1cc(Cl)c(C)cc1NC(=O)c1cc2ccc3cccnc3c2[nH]1	nt	?	-65%	-4%	nt	nt	8.1%	?	nt
O=C1CC(c2ccc(Cl)cc2)CC(O)=C1C=NCCO (stereo not given)	17%	-1%	8%	0%	i	-3%	0.0%	0%	13
CCOC(=O)c1c(CN2CCN(CCO)CC2)n(-c2ccccc2)c2cc(Br)c(O)cc12	?	?	-54%	-2%	?	?	7.8%	-14%	-81*
Cc1ccc(NC(=O)CN(C)C(=O)c2ccc(Cl)c(S(=O)(=O)NCc3ccco3)c2)cc1	13%	-19%	-12%	1%	i	0%	0.6%	-1%	-18
CC(C)(C)[C@H]1C=C(C(N)=O)O[C@@H](OCCCCO)C1	-2%	15%	-4%	-2%	i	-1%	2.0%	13%	4
COc1ccc(Br)cc1C(=O)Nc1ccc(-c2nc3cc(Cl)ccc3o2)cc1	nt	-22%	0%	-4%	nt	nt	3.4%	0%	nt
CCOc1ccc(NC(=O)CCn2c(-c3ccc(F)cc3)cc(C(C)=O)c2C)cc1	nt	-25%	-18%	-9%	nt	nt	4.5%	nt	nt
CC(=O)c1nn(-c2ccc(Cl)cc2)cc1C(=O)c1ccc(C)cc1	?	30%[activator]	-4%	0%	i	?	1.6%	-25%	nt
COc1ccc(NS(=O)(=O)c2cc(NC(=O)COc3ccc(OC)cc3)ccc2N2CCOCC2)cc1	14%	7%	-6%	-6%	?	-2%	0.1%	-14%	-2
CCC1CCCCN1CCCNC(=O)C1CC(=O)N(CCc2ccccc2)C1 (stereo not given)	12%	5%	-4%	0%	i	-4%	-0.3%	-7%	11
CC(=O)Nc1ccc(S(=O)(=O)N2CCC(n3c(C)nc4cccnc43)CC2)cc1	7%	-32%	-5%	6%	i	nt	-1.1%	nt	nt
CN(C(=O)CN(c1ccccc1)S(=O)(=O)c1ccc(F)cc1)C1CCS(=O)(=O)C1 (stereo not given)	nt	-1%	5%	0%	i	2%	-0.3%	1%	16
CN1C(=O)/C(=C/c2cccc(Cl)c2)Sc2ccc(C(=O)N3CCOCC3)cc21	?	-3%	-1%	-30%	i	21µM*	3.1%	15µM*	-5
Oc1c(C(c2ccccc2F)N2CCN(Cc3ccccc3)CC2)sc2nc(-c3ccco3)nn12 (stereo not given)	17%	?	-9%	2%	i	nt	2.9%	nt	nt
CCCCn1c(N)c(N(CC)C(=O)c2ccccc2C(F)(F)F)c(=O)[nH]c1=O	2%	1%	-2%	-1%	i	-8%	-0.7%	0%	40
CCOC(=O)c1ccc2c(c1)nc(SCc1cn3ccsc3n1)n2CC	-17%	?	-15%	1%	i	-3%	3.9%	?	?
O=C(O)COCC(=O)NC1CCN(Cc2ccccc2)CC1	0%	-14%	12%	-9%	i	1%	-0.5%	-12%	37
Cc1cc2c(cc1S(=O)(=O)CCC(=O)N1CCCCC1C)OCC(=O)N2 (stereo not given)	12%	7%	-10%	1%	?	nt	-1.2%	-1%	nt
COCCN1C(=O)N[C@@H](c2ccccc2)C(C(=O)OC)=C1C	-1%	-11%	3%	-8%	i	-17%	0.0%	-3%	0
O=C(NNS(=O)(=O)c1ccc(F)cc1)c1cnccn1	-31%	2%	-24%	-3%	i	-3%	0.1%	3%	2
C/C(N)=C(/C#N)C(=O)CSc1cc(Cl)ccc1Cl	-2%	?	-11%	10%	i	-4%	-1.0%	-5%	11
CCNc1c(C(=O)O)ccc2c1C(=O)c1ccccc1C2=O	-23%	-10%	-9%	-29%	i	-9%	-0.2%	?	-6
COCCNC(=O)CSCc1nc(-c2ccc(SC)cc2)oc1C	0%	15%	-8%	?	i	0%	-0.8%	-24%	24

One compound at a time (already shown). Order of values: ATXN2 expr inh | TGFb SMAD3 inh | HepG2 tox | A549 viability | ATXN viability | MCF10A rereplic | Nrf2 activator | Nrf2 inh | IL-1B inflam inh
`COc1ccc(Br)cc1C(=O)Nc1ccc(-c2nc3cc(Cl)ccc3o2)cc1` in the list: nt | -22% | 0% | -4% | nt | nt | 3.4% | 0% | nt
`CCOc1ccc(NC(=O)CCn2c(-c3ccc(F)cc3)cc(C(C)=O)c2C)cc1` in the list: nt | -25% | -18% | -9% | nt | nt | 4.5% | nt | nt

Later entries
SMILES	ATXN2 expr inh	TGFb SMAD3 inh	HepG2 tox	A549 viability	ATXN viability	MCF10A rereplic	Nrf2 activator	Nrf2 inh	IL-1B inflam inh
CCN1C(=O)C(Cc2nc3ccccc3c(=O)n2-c2ccc(OC)cc2)c2ccccc21 (stereo not given)	-9%	16%	-1%	-9%	?	nt	5.5%	-5%	nt
CCOC(=O)N1CCC(Nc2c(-c3ccccc3)c(=O)c2=O)CC1	-2%	-1%	-3%	-10%	i	-2%	-0.1%	-11%	6
O=C(NCCc1ccccc1)C(=O)Nc1ccc([N+](=O)[O-])cc1	-17%	-15%	-14%	-4%	?	4%	-0.1%	11%	-8
Cc1cccc(N2C(=O)CC(Sc3nc(C)cc(C)n3)C2=O)c1 (stereo not given)	0%	-11%	-1%	-5%	i	9%	0.3%	-4%	26
COc1ccc(CCNCc2c(C(=O)O)c(C)n(Cc3cccc(C)c3)c2C)cc1OC	6%	5%	-5%	-9%	?	nt	0.0%	-3%	nt
O=C(Nc1ccc2oc(-c3ccncc3)nc2c1)c1ccccc1Cl	-19%	-3%	0%	1%	?	nt	6.7%	?	nt
COc1ccc(C(=O)O/N=C(\N)Cc2ccc(Cl)cc2)cc1OC	-18%	-5%	-40%	?	?	?	0.7%	?	-54*
O=C(COc1ccccc1)Nc1nnc(-c2ccc3c(c2)CCCC3)o1	19%	-25%	-42%	1%	i	1%	0.2%	?	-18
C/C(=N\Nc1ccccn1)c1ccc(OC(F)F)cc1	-15%	-14%	-33%	-15%	i	3%	2.6%	?	72
Cc1ccccc1NC(=O)C1CCCN(S(=O)(=O)c2cnc[nH]2)C1 (stereo not given)	-3%	10%	2%	-1%	i	10%	0.2%	6%	0
COc1ccc2c(c1)C(=O)C(=O)N2CC1COc2ccccc2O1 (stereo not given)	-12%	?	-31%	-16%	?	?	1.4%	-26%	-11
Cc1cc(NC(=O)c2ccc3c(c2)C(=O)N(C2CCCCC2)C3=O)no1	-10%	-4%	6%	1%	i	-15%	-0.6%	5%	12
CCc1nc(SCc2nnc(-c3ccc(C)cc3)o2)c2c(C)c(C)sc2n1	7%	11%	-5%	-7%	i	1%	-0.3%	11%	13
COc1ccc(NC(=O)CO/N=C/C(=O)Nc2ccccc2C)c([N+](=O)[O-])c1	20%	-10%	-13%	-5%	i	6%	3.2%	?	9
C/C(CC(=O)NCc1ccco1)=N\NC(=O)c1ccc(Cl)cc1Cl	13%	10%	-15%	9%	i	5%	2.5%	1%	17
COCCCNCCCCOc1cccc(Br)c1	-15%	?	-2%	-1%	i	4%	3.2%	4%	-21
O=C(Nc1cccc(Br)c1)c1cc(-c2ccc3c(c2)OCCO3)on1	17%	-2%	-1%	2%	i	nt	-0.5%	?	nt
CCC(C)NC(=O)c1cc2c(=O)n3ccccc3nc2s1 (stereo not given)	22%	15%	8%	8%	i	-6%	0.7%	12%	-28
O=C(CSc1nc(-c2ccccc2)cc(=O)[nH]1)N1CCOCC1	7%	3%	0%	14%	i	-2%	-0.9%	10%	14
Cc1cc(-c2ccccc2)nc(N(C)NC(=O)c2cccc(C(F)(F)F)c2)c1S(C)(=O)=O	-7%	35%[activator]	20%	-7%	i	-10%	0.1%	-13%	1
Cn1c(SCC(=O)N2CCCCC2)nnc1-c1ccc(S(=O)(=O)N2CCOCC2)cc1	0%	-17%	-4%	-7%	i	2%	-0.6%	-21%	16
O=C(CS(=O)(=O)c1ccc(C(F)(F)F)cn1)NNC(=O)c1ccccc1	-9%	0%	-8%	-4%	i	1%	-0.9%	9%	-11
Nc1nc2c(ncn2[C@@H]2O[C@H](CNS(=O)(=O)c3cccnc3)[C@@H](O)[C@H]2O)c(=O)[nH]1	5%	6%	10%	nt	i	nt	-1.3%	nt	-19
CNc1nc(OC)nc(N2CCOCC2)n1	-3%	-2%	2%	0%	i	0%	2.5%	-20%	0
CC(=O)c1ccc(NC(=O)c2ccc(NC(=O)CCS(=O)(=O)c3cccs3)cc2)cc1	15%&40%	6%&-17%	-14%&-14%	-1%&-3%	i	0%	0.2%&5.1%	?	39
CCN(Cc1ccccc1)C(=O)CCc1c(C)nc2c(c(C)nn2-c2ccc(C)c(C)c2)c1C	9%	-29%	-1%	0%	i	nt	0.2%	6%	nt
CCn1nccc1C(=O)Nc1cc(Cl)ccc1Cl	1%	6%	4%	-4%	?	-7%	0.0%	-21%	-55*
O=C(Nc1nc(-c2ccccc2)cs1)c1ccc(S(=O)(=O)N2CCc3ccccc32)cc1	-12%	-27%	-5%	-9%	i	-1%	-1.0%	?	6
O=C(NCc1noc2ccccc12)N1CCN(c2ccccc2)CC1	-5%	-11%	-7%	5%	i	nt	0.5%	-30%	nt
Cc1[nH]c2ccccc2c1N=Nc1ccc(F)cc1	-31%	?	-1%	?	i	-4%	?	26µM*	?
COc1ccc(NC(=O)Cn2c(SCc3ccc(F)cc3)nc3cccnc32)c(OC)c1	nt	-38%	-23%	-16%	nt	nt	4.9%	3%	nt
Cc1ccccc1C(=O)N1CCC(C(=O)NN2C(=O)NC3(CCC(C)CC3)C2=O)CC1 (stereo not given)	nt	1%	-27%	0%	i	-11%	-0.7%	-12%	18
Cc1ccc(S(=O)(=O)CCC(=O)OCC(=O)Nc2cc(C)on2)cc1	2%	0%	-29%	0%	i	8%	0.1%	11%	16
